CTSL1 counter: cathepsin L1 inhibition, PFM18AAP counter-screen; recombinant F. hepatica cathepsin L1, Z-Leu-Arg-MCA fluorescence; inhibition, % at 5.96 µM; hit rate 0.49% among 300,000; AID 1906;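 active means inhibition above the mean of all tested compounds plus 3 SD, set per screening campaign, cut at about 17% in these data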;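 further: 0% = plate median of test compound wells and 100% = 1 µM Z-Phe-Ala-diazomethylketone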
TPT1 inh: blocks Candida albicans tRNA 2'-phosphotransferase; inhibition, % at 5 µM; recombinant caTPT1, FP RNA substrate dephosphorylation; AID 1962; hit rate 0.81% among 300,000;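 active means inhibition above the mean of all tested compounds plus 3 SD, set per screening campaign, cut at about 24% in these data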;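 further: plate controls were DMSO alone for no effect and ferristatin control at 100 nM for full effect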
EBNA-1 inh: blocks EBNA-1 binding to DNA; EBNA-1 DNA binding, fluorescence polarization; inhibition, % at 14.8 µM; hit rate 0.34% among 300,000; in the data active means inhibition above about 28%
PP5 inh: PP5 (human) phosphatase inhibition; purified PP5c, OMFP substrate fluorescence; inhibition, % at 6.7 µM; hit rate 0.18% among 320,000; AID 1987;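 active means inhibition above the campaign's mean inhibition across all tested compounds plus 3 SD, cut at about 9.5% in these data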;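 further: 0% = DMSO only and 100% = 100 µM cantharidin control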
Target sequence (P53041 whole entry, looked up): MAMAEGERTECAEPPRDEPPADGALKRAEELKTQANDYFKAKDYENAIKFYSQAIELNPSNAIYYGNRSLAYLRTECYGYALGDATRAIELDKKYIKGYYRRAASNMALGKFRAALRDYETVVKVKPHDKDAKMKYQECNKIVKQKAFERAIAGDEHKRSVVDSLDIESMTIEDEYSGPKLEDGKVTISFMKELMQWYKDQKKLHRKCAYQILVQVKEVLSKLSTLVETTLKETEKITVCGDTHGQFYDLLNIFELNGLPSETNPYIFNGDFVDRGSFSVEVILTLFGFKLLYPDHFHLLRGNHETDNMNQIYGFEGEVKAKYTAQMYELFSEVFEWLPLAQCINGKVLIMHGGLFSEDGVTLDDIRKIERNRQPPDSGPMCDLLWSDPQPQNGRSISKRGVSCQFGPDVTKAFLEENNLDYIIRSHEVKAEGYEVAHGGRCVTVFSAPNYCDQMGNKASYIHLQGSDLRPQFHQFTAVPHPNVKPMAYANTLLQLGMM
ZTA counter: counter-screen for EBNA-1 inhibitors: inhibitors of Epstein-Barr virus ZTA; inhibition, % at 11 µM; ZTA-DNA binding, fluorescence polarization; P03206; AID 2234; hit rate 0.15% among 320,000; in the data active means inhibition above about 33%
Target sequence (P03206 whole entry, looked up): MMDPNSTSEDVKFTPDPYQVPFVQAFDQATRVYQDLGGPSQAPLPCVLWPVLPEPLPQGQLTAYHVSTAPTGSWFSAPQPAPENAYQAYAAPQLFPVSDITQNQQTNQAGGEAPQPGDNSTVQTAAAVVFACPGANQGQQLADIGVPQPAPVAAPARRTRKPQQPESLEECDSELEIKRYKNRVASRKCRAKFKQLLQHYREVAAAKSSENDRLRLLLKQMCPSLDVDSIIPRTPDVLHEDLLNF
PREPL inhibitor: human PREPL enzyme inhibition; Q4J6C6; recombinant PREPL, fluorescence polarization activity-based probe; inhibition, % at 5.96 µM; hit rate 0.68% among 320,000; in the data active means inhibition above about 43%;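 further: 0% = enzyme with DMSO and 100% = wells lacking enzyme; many of its hits are not listed in these tables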
core dimer inh: HCV core protein dimerization inhibition; TR-FRET GST/Flag-core106 dimerization, 1536-well; inhibition, % at 5 µM; hit rate 0.33% among 300,000; AID 1899;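 active means inhibition above the mean of all tested compounds plus 3 SD, set per screening campaign, cut at about 45% in these data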
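Material: Tagged HCV core106 pair (GST and Flag) | Amount: GST-core106 13.5 nM, Flag-core106 17 nM | Medium: KF-containing HEPES buffer, pH 7.45, DTT, CHAPS, BSA | Reagent: Eu donor and XL665 acceptor anti-tag antibodies | Schedule: 4 h at 22.5 °C | Technique: Time-resolved FRET, ex 340 nm, em 617 and 671 nm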
Efflux pump inh: antifungal efflux pump inhibition, Nile Red retention; S. cerevisiae Candida pump triplex; inhibition, % at 10 µM; hit rate 0.44% among 330,000; AID 485275;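 active means plate passing quality check with inhibition over a set limit, or well fluorescence over plate mean plus 4 SD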;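 further: Nile Red retained in pooled yeast measured as flow cytometry median fluorescence; 0% = buffer negative control and 100% = Enniatin B positive control; higher means more Nile Red kept so more efflux inhibition; some compounds called inactive have numbers as strong as hits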
PP1 counter: PP1-alpha (human) inhibition in PP5 counter-screen | purified PP1alpha, OMFP fluorescence | hit rate 0.9% among 320,000 | P62136 | AID 2235 | inhibition, % at 6.7 µM;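 active means inhibition above the mean inhibition of all tested compounds plus 3 SD, computed separately for each screening campaign, cut at about 15% in these data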
Target sequence (P62136 whole entry, looked up): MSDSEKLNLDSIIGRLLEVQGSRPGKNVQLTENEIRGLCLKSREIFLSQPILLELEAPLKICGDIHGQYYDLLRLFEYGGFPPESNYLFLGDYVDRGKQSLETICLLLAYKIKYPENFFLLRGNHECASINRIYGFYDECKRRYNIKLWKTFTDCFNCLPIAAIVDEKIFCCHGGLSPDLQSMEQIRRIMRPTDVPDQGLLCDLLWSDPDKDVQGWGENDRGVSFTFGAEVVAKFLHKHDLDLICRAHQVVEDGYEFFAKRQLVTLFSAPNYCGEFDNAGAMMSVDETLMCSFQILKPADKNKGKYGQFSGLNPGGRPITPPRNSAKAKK
* marks the source's active call; other numbers are inactive results.

CC(N=C1NC(C)(C)Cc2ccccc21)C(=O)O (stereo not drawn) was read as CTSL1 counter -2, TPT1 inh -2, EBNA-1 inh 2, PP5 inh 1.2, ZTA counter -21, PREPL inhibitor 8, core dimer inh -5, Efflux pump inh -0.1 and PP1 counter -4.
CC1CN(C(=O)c2ccccc2)C(=Nc2cccc(S(=O)(=O)N(C)C)c2)S1 (stereo not drawn) was read as CTSL1 counter -1, TPT1 inh -2, EBNA-1 inh 5, PP5 inh 1.9, ZTA counter -4, PREPL inhibitor -7, core dimer inh -2, Efflux pump inh -0.1 and PP1 counter -3.
`CC(C)Oc1cc(NC(=O)CS(=O)CC(=O)N(C)C)c(Cl)cc1Cl` (stereo not drawn) gave CTSL1 counter -4, TPT1 inh -4, EBNA-1 inh 5, PP5 inh 3.4, ZTA counter -2, PREPL inhibitor -7, core dimer inh -3, Efflux pump inh -0.1 and PP1 counter -2.
O=C1NCN(CCO)CN1 was read as CTSL1 counter -6, TPT1 inh -8, EBNA-1 inh -20, PP5 inh -1.9, ZTA counter -2, PREPL inhibitor 4, core dimer inh 5, Efflux pump inh 0.4 and PP1 counter -10.
Cc1ccc(NC(=O)C2C3CC4OC(=O)C2C4C3)cc1Cl (stereo not drawn) was read as CTSL1 counter -1, TPT1 inh -5, EBNA-1 inh 2, PP5 inh 0.8, ZTA counter 0, PREPL inhibitor -8, core dimer inh -7, Efflux pump inh 0.1 and PP1 counter -3.
`O=C(NCc1ccc(Cl)cc1)C1CCC(CNc2c(N3CCOCC3)c(=O)c2=O)CC1` (stereo not drawn) gave CTSL1 counter 2, TPT1 inh 1, EBNA-1 inh 3, PP5 inh -1.9, ZTA counter 2, PREPL inhibitor 10, core dimer inh 1, Efflux pump inh -0.1 and PP1 counter 0.
Screening CC1(C(=O)NCCCNc2ncc(C(F)(F)F)cc2Cl)C=CCN1C(=O)c1ccccc1 (stereo not drawn) returned CTSL1 counter 1, TPT1 inh 0, EBNA-1 inh 1, PP5 inh 0.9, ZTA counter -5, PREPL inhibitor 5, core dimer inh -3, Efflux pump inh 0.0 and PP1 counter 2.
For O=C(CNC(=O)c1cccnc1)N/N=C/c1cccnc1 the results were CTSL1 counter -5, TPT1 inh 0, EBNA-1 inh -7, PP5 inh 2.8, ZTA counter -8, PREPL inhibitor -6, core dimer inh -1, Efflux pump inh -0.2 and PP1 counter -3.
For NC(=O)N1CCc2ccccc21 the results were CTSL1 counter -6, TPT1 inh -2, EBNA-1 inh -7, PP5 inh 2.9, ZTA counter 2, PREPL inhibitor 1, core dimer inh 3, Efflux pump inh 0.0 and PP1 counter 2.
CC1(C)CC(=O)C2=C(C1)N(c1ccc(F)cc1)C(=O)CC2c1cccnc1 (stereo not drawn) was read as CTSL1 counter -4, TPT1 inh -3, EBNA-1 inh 7, PP5 inh 1.2, ZTA counter -9, PREPL inhibitor 15, core dimer inh -19, Efflux pump inh -0.1 and PP1 counter 0.
C(#Cc1ccccc1)C[N+]1(CC#Cc2cccc3ccccc23)CCCC1 was read as CTSL1 counter -1, TPT1 inh 3, EBNA-1 inh -2, PP5 inh -0.1, ZTA counter 10, PREPL inhibitor -4, core dimer inh 6, Efflux pump inh 0.0 and PP1 counter 1.
For Cc1cc(NCC(C)C)n2ncnc2n1 the results were CTSL1 counter -3, TPT1 inh -1, EBNA-1 inh 5, PP5 inh -0.2, ZTA counter -1, PREPL inhibitor 4, core dimer inh 2, Efflux pump inh -0.1 and PP1 counter -3.
Screening COc1ccc(S(=O)(=O)Nc2ccc3c(c2)OCO3)cc1 returned CTSL1 counter 0, TPT1 inh 1, EBNA-1 inh -12, PP5 inh 5.4, ZTA counter 1, PREPL inhibitor 0, core dimer inh 0, Efflux pump inh 0.2 and PP1 counter -3.
For O=C(NCc1cccnc1)C(=O)NCC(c1ccco1)N1CCN(c2ccccc2F)CC1 (stereo not drawn) the results were CTSL1 counter -1, TPT1 inh 4, EBNA-1 inh 1, PP5 inh 2.7, ZTA counter -1, PREPL inhibitor -28, core dimer inh -9, Efflux pump inh 0.4 and PP1 counter -2.
Screening COCCOC1CCN(C(=O)C2CCC(=O)N(Cc3cccc(F)c3)C2)CC1 (stereo not drawn) returned CTSL1 counter -4, TPT1 inh -2, EBNA-1 inh -4, PP5 inh 1.4, ZTA counter -6, PREPL inhibitor 11, core dimer inh -7, Efflux pump inh -0.1 and PP1 counter -3.
Screening CCOc1ccc(NC(=O)c2ccccc2OCC(=O)c2ccc(C)cc2)cc1 returned CTSL1 counter -2, TPT1 inh 0, EBNA-1 inh 11, PP5 inh 9.8*, ZTA counter 10, PREPL inhibitor 4, core dimer inh 1, Efflux pump inh 0.1 and PP1 counter 5.
For CCOC(=O)C1C(=O)N(O)CC1c1cccc(Oc2ccccc2)c1 (stereo not drawn) the results were CTSL1 counter -2, TPT1 inh -2, EBNA-1 inh 8, PP5 inh 0.2, ZTA counter -6, PREPL inhibitor 3, core dimer inh 5, Efflux pump inh -0.1 and PP1 counter -3.
Cn1cccc1-c1nc2ccc([N+](=O)[O-])cc2[nH]1 was read as CTSL1 counter 6, TPT1 inh 0, EBNA-1 inh 5, PP5 inh -1.1, ZTA counter 7, PREPL inhibitor 6, core dimer inh 2, Efflux pump inh -0.2 and PP1 counter -5.
CC1CCCN(S(=O)(=O)c2ccc(N(C(=O)c3cnccn3)C(C(=O)NC3CCCCC3)c3cccs3)cc2)C1 (stereo not drawn) was read as CTSL1 counter -1, TPT1 inh -2, EBNA-1 inh -1, PP5 inh 1.6, ZTA counter -14, PREPL inhibitor 5, core dimer inh 5, Efflux pump inh 0.0 and PP1 counter 2.
Cc1cc(C)c2c(=O)[nH]n(C3CC(C)N(C)CC3C)c2n1 (stereo not drawn) was read as CTSL1 counter -2, TPT1 inh 0, EBNA-1 inh -4, PP5 inh 2.6, ZTA counter 3, PREPL inhibitor 5, core dimer inh -5, Efflux pump inh 0.2 and PP1 counter 3.
Screening COc1ccc(-c2nc(CSCC(=O)NCCC3=CCCCC3)c(C)o2)cc1OC returned CTSL1 counter -2, TPT1 inh 3, EBNA-1 inh -4, PP5 inh -5.4, ZTA counter -28, PREPL inhibitor 1, core dimer inh 5, Efflux pump inh 0.0 and PP1 counter -4.
O=C(O)Cn1cc(C(=O)c2ccco2)c2ccccc21 was read as CTSL1 counter 2, TPT1 inh -4, EBNA-1 inh 0, PP5 inh -0.3, ZTA counter -10, PREPL inhibitor 12, core dimer inh -2, Efflux pump inh -0.1 and PP1 counter -1.
For CC(=O)Nc1ccc(/C=C2/Sc3ccccc3C2=O)cc1 the results were CTSL1 counter 3, TPT1 inh 44*, EBNA-1 inh 6, PP5 inh 1.5, ZTA counter 13, PREPL inhibitor -6, core dimer inh 5, Efflux pump inh 0.2 and PP1 counter 0.
CS(=O)(=O)c1ccc(C(=O)OCC(=O)N2CCCc3ccccc32)cc1 was read as CTSL1 counter 0, TPT1 inh 1, EBNA-1 inh -4, PP5 inh -0.5, ZTA counter -8, PREPL inhibitor -2, core dimer inh -2, Efflux pump inh 0.0 and PP1 counter -3.
For Cc1nc2ccc(NS(=O)(=O)c3ccccc3F)cc2s1 the results were PP5 inh 2.3, ZTA counter -5, PREPL inhibitor 5, Efflux pump inh 0.0 and PP1 counter 0.
For CCC(=O)Nc1cc(-c2nn(C)c(=O)c3ccccc23)ccc1OC the results were CTSL1 counter 5, TPT1 inh -3, EBNA-1 inh 4, PP5 inh -0.2, ZTA counter 8, PREPL inhibitor 17, core dimer inh 0, Efflux pump inh -0.4 and PP1 counter -5.
For Cc1cccc(-n2c(SCCC(=O)O)nnc2-c2cccs2)c1C the results were CTSL1 counter 2, TPT1 inh -4, EBNA-1 inh 7, PP5 inh 0.3, ZTA counter 23, PREPL inhibitor 2, core dimer inh 1, Efflux pump inh -0.1 and PP1 counter 0.
Screening COc1cccc(C(=O)Oc2cc(C)[nH]c(=O)c2[N+](=O)[O-])c1OC returned CTSL1 counter 2, TPT1 inh 0, EBNA-1 inh 10, PP5 inh -1.5, ZTA counter 12, PREPL inhibitor 1, core dimer inh 2, Efflux pump inh 0.1 and PP1 counter -1.
`COc1ccc(NC(=O)CSc2cn[nH]n2)cc1OC` gave CTSL1 counter 1, TPT1 inh -1, EBNA-1 inh 17, PP5 inh -1.0, ZTA counter 6, PREPL inhibitor 12, core dimer inh -6, Efflux pump inh -0.1 and PP1 counter -3.
COC(=O)N/N=C\c1c(C)nn(-c2ccccc2)c1Cl was read as CTSL1 counter -1, TPT1 inh -1, EBNA-1 inh 3, PP5 inh 2.2, ZTA counter 10, PREPL inhibitor -3, core dimer inh 1, Efflux pump inh 0.1 and PP1 counter -2.
`O=C(c1ccc([N+](=O)[O-])cc1)N1CCN(c2ncc(Br)cn2)CC1` gave CTSL1 counter -1, TPT1 inh 3, EBNA-1 inh -8, PP5 inh 11*, ZTA counter 6, PREPL inhibitor 9, core dimer inh 0, Efflux pump inh 0.2 and PP1 counter -4.
`COc1ccccc1NC(=O)c1ccc(S(=O)(=O)N2CCC(C)CC2)cc1` gave CTSL1 counter -11, TPT1 inh 2, EBNA-1 inh -20, PP5 inh 3.8, ZTA counter -3, PREPL inhibitor -5, core dimer inh -5, Efflux pump inh 0.3 and PP1 counter 7.
For CCc1ccc2[nH]c(=O)c(CN(Cc3ccccc3)C(=O)Nc3ccccc3OC)cc2c1 the results were CTSL1 counter 6, TPT1 inh 2, EBNA-1 inh 11, PP5 inh 3.3, ZTA counter -3, PREPL inhibitor 13, core dimer inh 12, Efflux pump inh 0.1 and PP1 counter 8.
CC(NC(=O)C1CCC1)c1ccc(Br)cc1 (stereo not drawn) was read as CTSL1 counter -4, TPT1 inh -3, EBNA-1 inh -3, PP5 inh -1.6, ZTA counter 16, PREPL inhibitor 7, core dimer inh 4, Efflux pump inh 0.0 and PP1 counter -5.
CC1CCCCC12NC(=O)N(CC(=O)N1CCN(C(=O)c3cccs3)CC1)C2=O (stereo not drawn) was read as PP5 inh 1.0, ZTA counter -2, PREPL inhibitor 1, Efflux pump inh -0.3 and PP1 counter -6.
CCOC(=O)/C(C#N)=C/c1ccc(OCC(=O)Nc2ccccc2)c(OC)c1 was read as CTSL1 counter 3, TPT1 inh -3, EBNA-1 inh -6, PP5 inh 2.6, ZTA counter -7, PREPL inhibitor 3, core dimer inh 16, Efflux pump inh 0.2 and PP1 counter -5.
For Cc1cc(=O)oc2cc(OCC(=O)N3CC[C@@]4(O)CCCC[C@H]4C3)ccc12 the results were CTSL1 counter -1, TPT1 inh -6, EBNA-1 inh -6, PP5 inh 4.3, ZTA counter -13, PREPL inhibitor 15, core dimer inh 2, Efflux pump inh -0.1 and PP1 counter 2.
Screening CCC(C)(C(=O)NC1CCCC1)N(Cc1ccco1)C(=O)c1ccccn1 (stereo not drawn) returned CTSL1 counter -2, TPT1 inh -2, EBNA-1 inh -8, PP5 inh 1.5, ZTA counter -11, PREPL inhibitor -4, core dimer inh 5, Efflux pump inh 0.3 and PP1 counter -8.

Three compounds picked at random from those above, as already listed:
CC(NC(=O)C1CCC1)c1ccc(Br)cc1 (stereo not drawn) was read as CTSL1 counter -4, TPT1 inh -3, EBNA-1 inh -3, PP5 inh -1.6, ZTA counter 16, PREPL inhibitor 7, core dimer inh 4, Efflux pump inh 0.0 and PP1 counter -5.
Screening CCC(C)(C(=O)NC1CCCC1)N(Cc1ccco1)C(=O)c1ccccn1 (stereo not drawn) returned CTSL1 counter -2, TPT1 inh -2, EBNA-1 inh -8, PP5 inh 1.5, ZTA counter -11, PREPL inhibitor -4, core dimer inh 5, Efflux pump inh 0.3 and PP1 counter -8.
`COc1ccccc1NC(=O)c1ccc(S(=O)(=O)N2CCC(C)CC2)cc1` gave CTSL1 counter -11, TPT1 inh 2, EBNA-1 inh -20, PP5 inh 3.8, ZTA counter -3, PREPL inhibitor -5, core dimer inh -5, Efflux pump inh 0.3 and PP1 counter 7.

The list is partial; count on the stated rates, not on these rows.
